Casp6 inh: human caspase-6 inhibitors, primary screen, biochemical, VEID-R110 fluorescence, single point, set 2; P55212; purified caspase-6, Z-VEID-R110 cleavage fluorescence; inhibition, % at 12.5 µM; 350,000 tested, 0.53% active; AID 686996, 2013;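 active means mean inhibition across replicates at least about 35%, with every replicate also reaching that limit, limit read from the data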;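 further: 0% = median of neutral control wells and 100% = no fluorescence left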
Target sequence (P55212 24-179 limits assumed): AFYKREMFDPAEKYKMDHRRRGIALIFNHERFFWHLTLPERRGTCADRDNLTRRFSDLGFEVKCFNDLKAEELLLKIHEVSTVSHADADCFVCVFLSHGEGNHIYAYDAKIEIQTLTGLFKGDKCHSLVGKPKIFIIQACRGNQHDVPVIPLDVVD
Target sequence (P55212 194-293 limits assumed): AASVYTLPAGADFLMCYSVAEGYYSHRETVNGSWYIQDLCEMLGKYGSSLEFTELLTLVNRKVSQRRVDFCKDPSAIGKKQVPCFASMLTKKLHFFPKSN
C2C12 statin: suppressors of statin myotoxicity in C2C12 myotubes, primary screen, cell-based, single point, plate reader | AID 602340, 2012 | 330,000 tested, 0.78% active | C2C12 myotubes + simvastatin, ATP luminescence, 48 h; scaled: DMSO 0, geranylgeraniol control 100 | rescue of ATP level, % at 7.49 µM;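 active means mean ATP rescue above about 67%, or every replicate alone reaching that limit, limit read from the data, passing the limit was not always enough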;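 further: myotubes were challenged with 10 µM simvastatin during compound exposure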
esBAF inh: Bmi1 luciferase reporter increase in mESCs, primary screen, esBAF inhibitor project, mouse ES cells, Bmi1 luciferase knock-in, single point; 24 h; 100% = twice the neutral-well signal; reporter increase, % at 12.5 µM; 350,000 tested, 2% active; AID 602393, 2012; in the data active means activation above about 40%;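 further: 0% = median of the plate's neutral control wells and 100% = double that signal; a rise in the Bmi1 reporter signal indicates esBAF inhibition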
FN deposit inh: inhibitors of fibronectin matrix deposition, primary screen, AH1F cells, Alexa488-fibronectin fluorescence, plate reader. AH1F fibroblasts, overnight. inhibition, % at 12.6 µM. 350,000 tested, 0.086% active;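 active means mean inhibition across replicates of 30% or more, regardless of how many single replicates reach that level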;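 further: positive control wells lacked labelled fibronectin entirely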
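Test system: AH1F fibroblast monolayer depositing Alexa488-labelled fibronectin into matrix. Input: 10000 cells per well. Technique: fluorescence, ex 485 nm, em 525 nm. Buffer or medium: DMEM plus 2% serum, read in PBS. Timing: 1 h cell adhesion before compound, then overnight fibronectin incubation. Compound: single dose, pinned. Read-out basis: inhibition from reduced deposited-fibronectin fluorescence.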
LGR2 antag: inhibitors of bursicon-induced LGR2 CRE-luciferase signal, primary screen, cell-based, HEK293, CRE-luciferase reporter, bursicon stimulation | bursicon-stimulated, 4 h | AID 720647, 2013 | Drosophila bursicon receptor LGR2 (rickets) | 380,000 tested, 0.35% active | inhibition, % at 9.99 µM;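 active means drop in luminescence signal, shown as inhibition above about 50% in the replicate tests, limit read from the data, passing the limit was not always enough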;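 further: agonist challenge used bursicon conditioned medium at about half maximal strength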
S100A4 inh HTS: inhibitors of S100A4-myosin IIA peptide binding, primary screen, biochemical, fluorescence polarization, TAMRA-MyoIIA peptide; Protein S100-A4 (Homo sapiens), P26447; inhibition, % at 10.7 µM; 360,000 tested, 0.14% active; AID 652163, 2013;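 active means mean inhibition of at least 70% across replicates, with every replicate also reaching that level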
Target sequence (P26447 whole entry, looked up): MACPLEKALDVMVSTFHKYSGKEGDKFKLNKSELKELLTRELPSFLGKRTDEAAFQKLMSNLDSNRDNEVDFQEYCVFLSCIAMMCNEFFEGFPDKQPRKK
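Material: human S100A4 monomer with TAMRA-labelled myosin IIA peptide; buffer or medium: HEPES pH 7.2 with CaCl2, KCl, NaCl, DTT, Triton; compound dosing: one concentration per compound; schedule: 5 min incubation before reading; benchmarks: neutral control DMSO, positive control TFP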
SIRT5 inh: SIRT5 desuccinylase inhibitors, primary screen, biochemical, fluorescence imaging, single point, set 5. AID 652115, 2013. 330,000 tested, 1.1% active. inhibition, % at 15 µM. Purified SirT5, succinyl-peptide AMC, trypsin-coupled fluorescence; in the data active means inhibition above about 15%
Target sequence (Q9NXA8 whole entry, looked up): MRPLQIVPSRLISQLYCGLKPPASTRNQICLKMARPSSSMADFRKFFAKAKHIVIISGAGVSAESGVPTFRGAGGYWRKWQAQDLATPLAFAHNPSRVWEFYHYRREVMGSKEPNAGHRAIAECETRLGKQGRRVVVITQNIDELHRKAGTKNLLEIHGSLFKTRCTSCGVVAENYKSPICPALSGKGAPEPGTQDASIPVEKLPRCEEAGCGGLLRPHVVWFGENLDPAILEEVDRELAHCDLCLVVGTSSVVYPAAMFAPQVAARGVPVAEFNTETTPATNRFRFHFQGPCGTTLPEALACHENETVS
* = called active by the depositor; . = no result given.

SMILES	Casp6 inh	C2C12 statin	esBAF inh	FN deposit inh	LGR2 antag	S100A4 inh HTS	SIRT5 inh
COCC(=O)Nc1ccc2c(c1)C(=O)N(C)C[C@H](OC)[C@H](C)CN(C(=O)c1ccccn1)[C@H](C)CO2	2	3	-4	-17	10	-7	5
C/C=C(\C)C(=O)NCCN1C2=NC[C@@H](C)N2C[C@@H]1Cc1ccc(OC)cc1	-5	-1	-7	0	-1	-1	.
CCc1nnc(NC(=O)c2n[nH]c(=O)c3ccccc23)s1	-2	.	.	-1	-9	-7	-5
CC(C)NC(=O)Nc1ccc2c(c1)C(=O)N([C@H](C)CO)C[C@H](C)[C@@H](CN(C)S(=O)(=O)c1ccc(Cl)cc1)OCCCC[C@H](C)O2	1	.	4	-5	8	-6	3
Cc1ccc(Nc2nnc(SCC(=O)NCCN3C(=O)CSC3=O)s2)cc1	1	7	7	3	.	2	-4
COc1cc(C(=O)N2CCCCC2c2cc(C(=O)NC(C)C)no2)cc(OC)c1C (stereo not given)	1	13	0	-2	-5	-3	.
COc1ccc2c3c([nH]c2c1)[C@H](CO)N(S(C)(=O)=O)CC31CCN(C(=O)c2ccncc2)CC1	.	.	.	.	-3	9	0
CC(C)NC(=O)Nc1ccc2c(c1)C(=O)N([C@H](C)CO)C[C@@H](C)[C@H](CN(C)C(=O)Nc1ccccc1)OCCCC[C@@H](C)O2	-2	.	.	-12	13	9	4
O=C(N/N=C/c1ccccc1O)c1ccc2c(c1)OCO2	11	20	-42	3	-6	6	1
CCCCCCN[C@H]1CCC2C3CC=C4C[C@@H](O)CC[C@]4(C)C3CC[C@@]21C (stereo not given in full)	2	.	.	-2	.	-2	-2
COc1ccc(S(=O)(=O)N2CCCCC2)cc1NC(=O)CN1C(=O)NC(C)(C2CC2)C1=O (stereo not given)	-1	4	2	-1	-9	-3	-3
CC(C(=O)NC(=O)NC1CCCCC1)N1CCN(c2ccc(O)cc2)CC1 (stereo not given)	1	-5	-2	2	11	-1	-1
O=C(Cn1nnc(-c2ccccc2F)n1)Nc1ccc2c(c1)OCCO2	-2	-1	6	4	-32	2	2
CN1C(=O)c2cc(NC(=O)c3cccc(F)c3)ccc2OC[C@@H]2O[C@@H](CC(=O)NCC3CC3)CC[C@@H]21	4	.	.	5	-9	-26	0
O=C(CSCc1ccccc1)N/N=C/c1cc2c(cc1Br)OCO2	0	.	.	-4	-4	-3	-2
CCCc1[nH]nc2c1C(c1ccccc1OC)C(C#N)=C(N)O2 (stereo not given)	.	-3	-12	-1	.	.	.
CC1CCCC(NC(=O)COC(=O)Cc2ccsc2)C1C (stereo not given)	.	2	-6	5	.	.	.
COc1ccc(C(=O)N/C(=C\c2ccccc2)C(=O)N2CCOCC2)cc1	8	6	4	2	-8	-14	0
COc1cc(Cl)cc(C(=O)O)c1OCC(=O)O	0	7	-12	-2	-13	-2	-3
C[C@@H]1CCCCO[C@H](CN(C)C(=O)CCC(F)(F)F)[C@H](C)CN([C@@H](C)CO)C(=O)c2cc(NC(=O)CCC(F)(F)F)ccc2O1	2	.	-2	1	-5	0	1
COC(=O)C1=C(C)N(Cc2ccccc2C(F)(F)F)C(=NCc2ccccc2)NC1CCc1ccccc1 (stereo not given)	-7	.	.	2	13	-2	4
CCc1cccc(NC(=O)C2CCN(S(=O)(=O)c3cccs3)CC2)c1	-1	-34	-8	.	3	0	-1
C[C@H](NC(=O)c1ccco1)C(=O)NNC(=O)c1ccc(F)cc1	0	2	1	-13	11	0	3
C[C@@H]1CN([C@H](C)CO)C(=O)c2cccc(NC(=O)C3CCCCC3)c2O[C@@H]1CN(C)S(=O)(=O)c1cn(C)cn1	.	-28	0	.	-21	.	.
C[C@H](CO)N1C[C@H](C)[C@@H](CN(C)S(=O)(=O)c2ccccc2)Oc2ccc(NC(=O)Nc3ccc(F)cc3)cc2C1=O	3	-25	-1	.	6	25	3
COc1cccc(C(=O)N/N=C(\C)c2ccc(NC(=O)Cc3ccccc3)cc2)c1OC	3	-28	9	-1	-11	1	-6
COc1ccc(Cl)cc1Cn1c(C)c(C(=O)NCc2cccc([N+](=O)[O-])c2)sc1=O	0	-18	9	5	-16	2	.
COc1ccc(Nc2cc(C)nc(-n3nc(C)cc3C)n2)cc1	.	-146	2	-1	5	.	.
CCCNC(=O)[C@H]1[C@H](CO)[C@H]2Cn3c(cccc3=O)[C@H]2N1C(=O)C1CCCC1	2	-16	-4	.	10	14	3
O=C(NCC[C@@H]1CC[C@@H](NS(=O)(=O)Cc2ccccc2)[C@H](CO)O1)C1CCC1	-1	-1	0	.	0	5	-3
CC(=O)N1[C@H](C(=O)NC2CCC2)[C@@H](CO)[C@@H]2Cn3c(ccc(-c4ccccc4)c3=O)[C@@H]21	.	1	-2	.	-1	9	-19
CC(C)CC1CCCCC1OC(=O)CN1CCCCC1 (stereo not given)	1	-3	7	6	-26	2	1
C=CCN(Cc1nc(-c2ccccc2)no1)C(=O)c1ccco1	-4	4	2	-1	1	-6	0
Clc1ccc(SCc2cc(N3CCOCC3)nc(-c3ccccn3)n2)cc1	-8	.	.	8	-11	3	.
Cn1c(=O)c2[nH]c(Nc3ccccc3)nc2n(C)c1=O	.	20	-3	9	.	.	.
CC(NC(=O)c1cc(F)c(F)cc1Cl)c1ccncc1 (stereo not given)	-4	5	-1	7	8	1	-7
CCC(=O)N(C)C[C@@H]1[C@@H](c2ccc(C3=CCCCC3)cc2)[C@H](CO)N1C(=O)CC	.	9	-1	-3	-11	.	.
CCN(CC)/C(=N\S(=O)(=O)c1ccccc1C)c1ccccc1	-1	.	.	-14	6	-6	-1
CCO[C@H]1OC(C(=O)NC2CC2)=C[C@@H](c2c[nH]c3ccccc23)[C@@H]1CCCO	-1	9	5	-9	0	3	.
CS(=O)(=O)Nc1ccc2c(c1)[C@H]1C[C@@H](CC(=O)NC3CCCCC3)O[C@@H](CO)[C@H]1O2	-3	2	5	3	13	11	-2

Laid out differently: entries from further up.
CCO[C@H]1OC(C(=O)NC2CC2)=C[C@@H](c2c[nH]c3ccccc23)[C@@H]1CCCO
  Casp6 inh = -1
  C2C12 statin = 9
  esBAF inh = 5
  FN deposit inh = -9
  LGR2 antag = 0
  S100A4 inh HTS = 3
  SIRT5 inh = .
COC(=O)C1=C(C)N(Cc2ccccc2C(F)(F)F)C(=NCc2ccccc2)NC1CCc1ccccc1 (stereo not given)
  Casp6 inh = -7
  C2C12 statin = .
  esBAF inh = .
  FN deposit inh = 2
  LGR2 antag = 13
  S100A4 inh HTS = -2
  SIRT5 inh = 4

Next section.
SMILES	Casp6 inh	C2C12 statin	esBAF inh	FN deposit inh	LGR2 antag	S100A4 inh HTS	SIRT5 inh
Cn1cc(S(=O)(=O)CC(=O)Nc2ccc3c(c2)OCCO3)c2ccccc21	9	18	5	.	1	-2	2
CN(C)S(=O)(=O)c1cccc(COC(=O)c2cccnc2Cl)c1	1	0	-1	-3	17	-2	1
O=C(NC(=S)N1CCN(c2ccc([N+](=O)[O-])cc2)CC1)c1ccccc1Cl	0	.	.	9	-9	-3	-2
COc1cc(CN2CCN(c3cccc(C)c3C)CC2)cc(OC)c1O	.	-13	-5	-1	.	.	.
COc1ccc(NC(=O)N(C)C[C@H]2Oc3c(NC(=O)Nc4ccccc4)cccc3C(=O)N([C@@H](C)CO)C[C@H]2C)cc1	-1	4	0	.	5	-5	6
COc1ccc(NC(=O)CSCc2ccccc2C)cc1	.	-2	67*	.	-39	.	.
C[C@@H]1CCCCO[C@H](CN(C)C(=O)CCCN(C)C)[C@H](C)CN([C@@H](C)CO)C(=O)c2cc(NC(=O)c3ccncc3)ccc2O1	.	.	5	-10	-17	.	.
COc1ccc(/C=C/C(=O)OCC(=O)NCCc2ccccc2)c(OC)c1	-1	1	1	-6	-8	4	0
O=C(C[C@H]1CC[C@H](NS(=O)(=O)c2ccccc2)[C@H](CO)O1)N1CCC(Cc2ccccc2)CC1	1	.	.	4	9	10	-1
CC(C)(C(=O)c1ccccc1)/[N+]([O-])=C/c1ccc(Br)cc1	-2	22	5	.	-3	-2	-3
CCOc1ccc(Cc2nnc(SCC(=O)Nc3c(C)cccc3C)[nH]c2=O)cc1	1	8	-2	4	-8	-3	-4
C[C@H](CO)N1C[C@H](C)[C@@H](CN(C)S(=O)(=O)c2ccccc2)Oc2c(NC(=O)Nc3ccc(F)cc3)cccc2C1=O	.	6	-3	.	-5	15	-5
COc1ccnc(Oc2cc(Cl)cc(Cl)c2)c1C#N	0	.	.	-16	-3	5	-3
CC(=O)c1ccccc1OC(=O)CCN1C(=O)C2C3C=CC(C4CC34)C2C1=O (stereo not given)	3	.	.	-5	24	-3	-3
O=C(COc1ccccc1)Nc1ccc(Cl)cn1	1	1	21	2	-92	0	-2
C[C@@H]1CN([C@@H](C)CO)C(=O)c2cc(NS(=O)(=O)c3ccccc3)ccc2O[C@H]1CN(C)Cc1ccc(Cl)c(Cl)c1	5	8	3	-9	-14	-1	5
O=C(COC(=O)CNC(=O)c1ccc([N+](=O)[O-])o1)Nc1ncc(C(F)(F)F)cc1Cl	4	-6	-3	-12	6	5	-11
O=C(CN1CCN(Cc2cccc(Cl)c2)C1=O)NCc1cccs1	-1	6	3	11	-12	-18	2
O=C(Cn1cnc2ccccc2c1=O)Nc1cccc(S(=O)(=O)N2CCCCC2)c1	2	.	.	1	2	0	-1
CCOC(=O)C(NC(=O)NCc1ccc(OC)cc1)(OCC)C(F)(F)F (stereo not given)	-1	.	.	2	1	3	-5
C[C@@H]1CCCCO[C@H](CN(C)C(=O)Nc2cccc3ccccc23)[C@@H](C)CN([C@@H](C)CO)C(=O)c2cc(NC(=O)Nc3ccc(F)cc3)ccc2O1	-3	.	1	-2	12	2	5

Sorted by number of heavy atoms (rising): 11 of the compounds above
SMILES	Casp6 inh	C2C12 statin	esBAF inh	FN deposit inh	LGR2 antag	S100A4 inh HTS	SIRT5 inh
COc1ccnc(Oc2cc(Cl)cc(Cl)c2)c1C#N	0	.	.	-16	-3	5	-3
COc1ccc(NC(=O)CSCc2ccccc2C)cc1	.	-2	67*	.	-39	.	.
CN(C)S(=O)(=O)c1cccc(COC(=O)c2cccnc2Cl)c1	1	0	-1	-3	17	-2	1
O=C(CN1CCN(Cc2cccc(Cl)c2)C1=O)NCc1cccs1	-1	6	3	11	-12	-18	2
CCOC(=O)C(NC(=O)NCc1ccc(OC)cc1)(OCC)C(F)(F)F (stereo not given)	-1	.	.	2	1	3	-5
COc1ccc(/C=C/C(=O)OCC(=O)NCCc2ccccc2)c(OC)c1	-1	1	1	-6	-8	4	0
O=C(Cn1cnc2ccccc2c1=O)Nc1cccc(S(=O)(=O)N2CCCCC2)c1	2	.	.	1	2	0	-1
C[C@@H]1CN([C@@H](C)CO)C(=O)c2cc(NS(=O)(=O)c3ccccc3)ccc2O[C@H]1CN(C)Cc1ccc(Cl)c(Cl)c1	5	8	3	-9	-14	-1	5
COc1ccc(NC(=O)N(C)C[C@H]2Oc3c(NC(=O)Nc4ccccc4)cccc3C(=O)N([C@@H](C)CO)C[C@H]2C)cc1	-1	4	0	.	5	-5	6
C[C@@H]1CCCCO[C@H](CN(C)C(=O)CCCN(C)C)[C@H](C)CN([C@@H](C)CO)C(=O)c2cc(NC(=O)c3ccncc3)ccc2O1	.	.	5	-10	-17	.	.
C[C@@H]1CCCCO[C@H](CN(C)C(=O)Nc2cccc3ccccc23)[C@@H](C)CN([C@@H](C)CO)C(=O)c2cc(NC(=O)Nc3ccc(F)cc3)ccc2O1	-3	.	1	-2	12	2	5

Screening results from PubChem BioAssay.

A portion of the library; the hit share may differ from the screen's.
